NPC1 promoter act: activates the NPC1 promoter; Huh7 NPC1 promoter luciferase reporter, 24 h; Potency, µM (titrated, usually from 9.22 µM), without a hit: at the highest dose activation, most hits filed as activators; 320,000 tested, 2.4% active; AID 485313;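 also: % of control where 0% means no effect; nearly all actives have a fitted effect of over 60% in size; reporter is driven by a mutant NPC1 promoter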
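Luminescence read-out of NPC1 promoter-driven luciferase in stably transfected Huh7 cells; compounds delivered in DMSO and left 24 h at 37C, 5% CO2, qHTS titration format.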
CXXC DNA block: MLL CXXC-DNA interaction inhibition. Q03164. MLL-CXXC / FITC-HOXA9 DNA fluorescence polarization. Potency, µM (series often up to 115 µM), inactives show at the top dose activity change, negative = inhibition, actives largely listed as inhibitors. 290,000 tested, 0.037% active. AID 2662; active = well fitted inhibition curve with a large enough effect in the polarisation, with a control signal flat, not every such curve was filed as active; inconclusive = small, poorly fitted or top-dose-only effect, or effect the other way, or a change in a side signal; inactive = no such curve, though single readings can be large or run the other way; the % refers to the polarisation
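Fluorescence polarization: 7 uM MLL-CXXC (stock) preincubated 5 min with compounds, then 50 nM fluorescein-HOX-A9 DNA (stock) added; 30 min ambient. Buffer 50 mM Tris-HCl pH 7.5, 50 mM NaCl, 1 mM DTT, 0.05% BSA.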
Rab9 promoter act: activators of Rab9 promoter; Huh7 Rab9 promoter-luciferase reporter, luminescence, 24 h; Potency, µM (series often up to 9.22 µM), inactives show top-dose activation, negative = inhibition, actives largely listed as activators; 320,000 tested, 2.8% active; also: % of control where 0% means no effect; nearly all actives have a fitted effect of over 60% in size
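Steps: seed 1500 Huh7 Rab9-luc cells per well, rest 2 h at 37 °C; add compound in DMSO; incubate 24 h; add luciferase reagent, 10 min ambient; read luminescence.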
MBNL1 CUG block: blocks human MBNL1 binding to CUG repeat RNA. Q9NR56. TR-FRET MBNL1-His/biotin-(CUG)12 binding, 665/545 ratio. Potency, µM (doses to about 57.5 µM), without a hit: top-dose activity change, negative = inhibition, hits mostly inhibitors. 280,000 tested, 0.036% active. AID 2675; active = well fitted inhibition curve with a large enough effect in the signal ratio, with a control signal flat, not every such curve was filed as active; inconclusive = small, poorly fitted or top-dose-only effect, or effect the other way, or a change in a side signal; inactive = no such curve, though single readings can be large or run the other way; the % refers to the signal ratio; also: % is scaled to controls: 0 for no effect and ±100 for the full control effect
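Compounds (final 92 nM to 58 uM) are added to His-tagged MBNL1 and biotin-(CUG)12, then terbium anti-His antibody and streptavidin-XL665 (5 nM final). After 60 min at room temperature, the 665/545 nm ratio is read.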
uPA generation: cell surface uPA generation inhibition | cell surface uPA generation assay, qHTS | Potency, µM (series often up to 38.3 µM), for inactives: at the top dose activity change, negative = inhibition, most hits filed as inhibitors | 330,000 tested, 0.31% active; active = well fitted inhibition curve with a large enough effect; inconclusive = small, poorly fitted or top-dose-only effect; inactive = no such curve, though single readings can be large or run the other way; tested in mouse RAW 264.7 cells; also: % is scaled to controls: 0 for no effect and ±100 for the full control effect; nearly all actives have a fitted effect of over 55% in size
RORgamma inh: ROR gamma (mouse) transcription inhibition. Drosophila S2 Gal4-RORgamma UAS-luciferase reporter, 20 h. Potency, µM (series often up to 53.6 µM), for the others: at the highest dose activity change, negative = inhibition, actives largely listed as inhibitors. 310,000 tested, 5.4% active. AID 2551. P51450; also: % is scaled to controls: 0 for no effect and ±100 for the full control effect; nearly all actives have a fitted effect of over 60% in size
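Luciferase reporter read in Schneider cells carrying Gal4-RORγ (mouse) and UAS-Photinus luciferase; cells given compound 1 h before 700 uM copper sulfate induction, then incubated 20 h at ambient temperature.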
BRCA1 expr act: BRCA1 expression activation; MCF7-BRCA1-FFLuc reporter, luminescence, 48 h; response scale: scaled: vehicle 0%, 10 µM genistein 100%; Potency, µM (series often up to 46.1 µM), for inactives: top-dose activation, hits mostly activators; 380,000 tested, 1.1% active; AID 624202; also: nearly all actives have a fitted effect of over 80% in size; some results filed as inactive show a strong effect at the top dose
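Quantitative HTS in MCF7 cells stably reporting BRCA1 expression via firefly luciferase. Compound treatment lasts 48 h at 37 °C in phenol-red free MEM. Activation is expressed relative to genistein at 10 microM and DMSO.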
FLuc modulator: firefly luciferase modulation, counter-screen for miR-21 project; P08659; Potency, µM (titrated, usually from 57.5 µM), without a hit: top-dose activity change, negative = inhibition, most hits filed as inhibitors; 360,000 tested, 6.9% active; purified FLuc, Km substrates, luminescence inhibition; AID 588342;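 also: plate controls were vehicle for no effect and reference inhibitor for full effect; nearly all actives have a fitted effect of over 55% in size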
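Purified P. pyralis luciferase (10nM final) with 10uM D-luciferin and 10uM ATP (Km levels) in 50mM Tris acetate pH 7.5, 10mM Mg acetate, 0.01% Tween-20, 0.05% BSA; qHTS 6-point titration, ~60 µM downward; luminescence read.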
p53 reactivation: re-activators of mutant p53; Potency, µM (highest dose often 92.2 µM), for the others: at the highest dose activity change, positive = activation, actives largely listed as activators; 320,000 tested, 0.063% active; AID 504706; H1299 p53-A138V BP100-luciferase reporter, luminescence, 24 h; also: % of control where 0% means no effect; nearly all actives have a fitted effect of over 45% in size
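p53-null H1299 cells stably carrying temperature-sensitive p53-A138V and a BP100-luciferase reporter were pinned with compounds (4-point, 1:5 series) and held 24 hrs at 37 deg C. Luminescence was read 10 min after detection reagent.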
ELG1 genotoxic: genotoxicity induction in ELG1-luciferase HEK293T cells; 330,000 tested, 1.3% active; Potency, µM (top dose mostly 46 µM), for the others: at the highest dose activity change, positive = activation, hits mostly activators; HEK293T ELG1-luciferase reporter, luminescence, 16 h; also: % of control where 0% means no effect; nearly all actives have a fitted effect of over 60% in size
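16 hr compound incubation (37 °C, 5% CO2) of HEK293T cells carrying luciferase-tagged ELG1; luciferase then measured by ONE-Glo luminescence after 30 min at RT.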
Gal4-VP16 FLuc: inhibits Gal4-VP16 luciferase reporter, ROR gamma counter-screen. Potency, µM (doses to about 53.6 µM), inactives show at the top dose activity, negative = inhibition, most hits filed as inhibitors. 310,000 tested, 3.5% active. Drosophila S2 Gal4-VP16 UAS-luciferase, luminescence, 20 h;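 also: Gal4-VP16 expression switched on by copper sulfate through the metallothionein promoter; % is scaled to controls: 0 for no effect and ±100 for the full control effect; nearly all actives have a fitted effect of over 50% in size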
The depositor's hits bear a star; ? = inconclusive; nt = no result given; [ ] = dose if it differs, or a comment. Unless noted, calls follow the shape of the dose curve; as a rule, active = well fitted curve in the direction sought with a large enough effect; inconclusive = small, poorly fitted or top-dose-only effect, or another doubt; inactive = no such curve, though single readings can be large; an effect the other way counts as inactive or inconclusive. Potency is read from the fitted curve at half-maximal effect. The list is partial, so the mix of outcomes need not match the whole.

compound	NPC1 promoter act	CXXC DNA block	Rab9 promoter act	MBNL1 CUG block	uPA generation	RORgamma inh	BRCA1 expr act	FLuc modulator	p53 reactivation	ELG1 genotoxic	Gal4-VP16 FLuc
CC1(C)Cc2c(sc3c2c(=O)n(-c2cccc(Cl)c2)c(=O)n3CC(N)=O)CO1	1.8%	-3.4%	-5.2%	0.2%	8.4%	-15.2%	6.6%	-1.8%	1.1%	0.1%	5.3%
CCN(CC)c1ccc(C=C(c2nnnn2-c2ccccc2)c2nnnn2-c2ccccc2)cc1	-2.4%	?	-3.5%	12.2%	6.1%	4.4%	-30.7%	-10.3%	-2.5%	0.7%	1.5%
COc1ccc(C(=O)NNC(=O)Cc2nc3nc(C)cc(C)n3n2)cc1	1.9%	-10.5%	-2.9%	-5.6%	20.4%	-12.9%	-15.5%	0.9%	4.1%	0.4%	-2.2%
O=C1C(=O)N(CC2CCCO2)C(c2ccccc2[N+](=O)[O-])/C1=C(/O)c1ccccc1 (configuration not stated)	0.0%	6.6%	-3.3%	21.1%	4.3%	?	0.5%	?	0.4%	2.5%	21.9%
CCNC(=O)O/N=C1\CCCCC1c1ccc([N+](=O)[O-])cc1[N+](=O)[O-] (configuration not stated)	-0.6%	44.8%	3.6%	?	-8.9%	-10.5%	-43.2%	2.8%	20.0%	-3.4%	2.1%
CCN(Cc1ccccc1)C(=O)CN1C(=O)NC2(CC(C)CC(C)(C)C2)C1=O (configuration not stated)	-1.2%	7.6%	5.7%	-1.0%	14.6%	-2.7%	-13.6%	-1.6%	-2.4%	-8.2%	3.8%
NC(=O)c1ccsc1NC(=O)CCc1ccccc1	?	3.2%	?	0.4%	-8.9%	17.4%[1.91 µM]	106.8%	?	9.0%	19.5%	8.4%
CC1(C)CC(N=C2C([N+](=O)[O-])=CC=C3C2=NC2(CCCCC2)N3O)CC(C)(C)N1	5.2%	-9.5%	-1.4%	?	3.2%	-33.9%	-2.7%	-19.1%	-1.4%	0.5%	-16.9%
COC(=O)CC1C(=O)NCCN1C(=S)NC(=O)CCc1ccccc1 (configuration not stated)	1.0%	-1.0%	16.7%	-1.9%	-7.4%	-10.6%	3.6%	-0.5%	0.8%	-0.2%	-19.1%
CCN1CCN(c2ccc(S(=O)(=O)N3CCCCC3)cc2NC(=O)c2cccc(NC(C)=O)c2)CC1	-1.8%	nt	2.6%	nt	?	nt	-17.7%	-0.4%	-0.7%	1.0%	nt
CCOc1ccc(N(C)S(=O)(=O)c2ccc(C)c(C(=O)NCc3cccs3)c2)cc1	-0.8%	nt	-1.1%	nt	-14.5%	nt	-32.2%	nt	-6.2%	-4.3%	nt
Cc1nc2ccccc2c2oc(C(=O)NCCCN3CCC(C)CC3)cc12	-0.7%	-21.0%	-9.1%	-3.7%	-0.1%	-33.2%	42.4%	0.7%	-6.4%	10.3%	-18.6%
NC(=O)CSc1ncc(-c2ccc([N+](=O)[O-])cc2)[nH]1	-0.1%	6.3%	0.8%	?	-1.8%	18.1%	50.0%	-2.3%	17.1%	-7.0%	4.9%
COc1ccccc1NC(=S)N1CCC(C(=O)c2ccc(F)cc2)CC1	1.5%	2.5%	-3.3%	3.4%	-7.6%	-6.0%	-11.0%	0.2%	1.9%	-0.2%	-2.7%[10 µM]
COc1ccc(/C=C/C(=O)c2cc(F)ccc2OC(=O)c2ccccc2C)cc1OC	-2.0%	15.6%	-24.9%	-4.9%	-17.5%	?	-68.7%	-3.7%	-2.0%	14.7%	?
CC(Oc1cc(F)ccc1[N+](=O)[O-])C(=O)N(C)CC(=O)Nc1ccccc1C(F)(F)F (configuration not stated)	-2.1%	-0.9%	-40.7%[inhibitor]	-1.8%	3.6%	2.4%	19.8%	-0.9%	-2.5%	-2.9%	-2.5%
COc1ccc(C(=O)NCc2nnc(SCC(=O)N3CCc4ccccc43)n2C2CCCCC2)cc1	-3.3%	-8.5%	-0.5%	1.5%	-4.7%	36.0%	17.2%	-2.8%	-21.2%	6.2%	-5.7%
CCC(=O)N1CCc2cc(S(=O)(=O)N(CC)c3cccc(C)c3)ccc21	-1.0%	8.2%	-0.8%	-7.0%	1.2%	-23.7%	-29.3%	0.3%	-3.7%	-1.4%	-1.1%
Cc1ccc(C(=O)CC(Nc2ccc(F)cc2)c2ccccc2)cc1 (configuration not stated)	21.5%	-2.8%	21.9%	?	4.6%	?	42.6%	-16.4%	17.8µM*	13.7%	20.2%
COc1ccc(-c2csc3nc(C(C)C)oc(=O)c23)cc1OC	-5.4%	-11.4%	-8.6%	-2.5%	3.1%	1.4%	7.7%	-2.4%	-2.4%	11.5%	-17.4%[10 µM]
O=C(c1ccc(Cl)cc1)n1c(NCc2ccccc2)n[nH]c1=S	4.8%	-2.5%	-1.6%	1.9%	0.9%	-11.4%	-0.7%	-17.0%	-8.3%	2.9%	-11.8%
c1ccc(CCNc2nc(-c3ccccn3)nc3ccccc23)cc1	-17.2%	80.1%[activator]	-25.3%	nt	-15.5%	0.251µM*	-24.2%	?	?	-12.6%	4.47µM*
Fc1ccc(NC(=S)Nc2cccc3ccccc23)cc1F	0.2%	?	6.8%	?	-23.4%	11.2µM*	-27.2%	2.6%	25.9%	-14.1%	?
c1ccc(-c2nc(NCc3ccco3)c3ccccc3n2)cc1	-1.6%	0.0%	-9.8%	-24.7%	-2.9%	?	-25.5%	-13.2%	20.0%	-4.4%	-86.1%
CC(C)CC(C)c1cc(N)nc2nc3ccccc3n12 (configuration not stated)	-5.9%	1.4%	-4.4%	4.6%	-2.2%	15.8µM*	-46.2%	1.9%	-1.6%	-4.0%	-12.1%
CCOc1ccccc1NC(=S)N1CCN(c2cccc(OC)c2)CC1	-41.6%[inhibitor]	0.6%	3.2%	-10.8%	?	12.6µM*	-40.3%	-1.1%	-6.4%	-5.8%	?
Cn1c(SCC(=O)N2CCc3ccccc3C2)nnc1-c1cccs1	nt	13.9%	nt	-4.6%	3.9%	32.9%	-20.7%	-2.5%	nt	nt	-9.4%
COc1cccc(N2C(=O)C3NN=C(C(=O)CN4C(=O)c5ccccc5C4=O)C3C2=O)c1 (configuration not stated)	-1.3%	2.5%	-2.5%	?	-1.7%	8.2%	0.0%	-6.1%	1.7%	-0.2%	4.3%
O=C(CSc1nnc(CN2CCCCCC2=O)n1-c1ccccn1)NCC(F)(F)F	3.7%	-6.6%	2.8%	-13.5%	4.6%	-19.8%	-5.7%	0.5%	-1.6%	1.4%	-6.9%
CCn1c(SCC(=O)Nc2nc(-c3ccc(C)cc3)cs2)nnc1-c1ccccc1O	-7.8%	16.3%	-18.4%	3.5%	-4.7%	?	-51.8%	?	-5.3%	-0.1%	15.0%[0.365 µM]
C=C(C)CSc1nnc(-c2cc(OC)c(OC)c(OC)c2)n1N	0.1%	18.8%	-2.8%	-4.7%	-3.9%	-31.2%	-1.7%	0.8%	-2.1%	0.2%	7.3%
COc1ccc(C2(C)NC(=O)N(CC(=O)Nc3ccc4[nH]c(=O)[nH]c4c3)C2=O)cc1 (configuration not stated)	0.1%	nt	-4.3%	nt	-4.1%	nt	1.4%	3.3%	4.5%	-0.8%	nt
Cc1cc(OCc2ccc(F)cc2)nc(-c2ccccc2O)n1	-2.2%	3.2%	0.9%	?	nt	-1.7%	-34.7%	2.2%	?	-5.2%	-3.7%
CC(=O)N1c2ccccc2CCc2ccc(N)cc21	-1.0%	2.6%	2.3%	-9.5%	2.9%	0.7%	-9.7%	-1.1%	-3.8%	1.6%	-5.8%
C=CCn1c(COc2ccc(CC)cc2)nnc1SCC(=O)NC1CCS(=O)(=O)C1 (configuration not stated)	0.9%	3.3%	-1.5%	-2.7%	2.1%	27.8%	3.0%	?	2.2%	2.9%	19.8%
Cc1occc1-c1nnc(SCC(=O)NC(=O)NC(C)C)n1N	1.5%	5.0%	0.7%	?	-5.8%	81.7%	-16.5%	6.1%	0.8%	-5.2%	-8.2%
CC1=[N+](C)N(c2ccccc2)C(=O)C1N=Cc1ccccc1Cl (configuration not stated)	-3.3%	15.9%	-6.8%	-13.8%	14.6%	1.2%	6.3%	-18.8%	-0.5%	-2.1%	-3.5%

Screening results deposited in PubChem by National Center for Advancing Translational Sciences (NCATS).
